Assay outcomes (PubChem BioAssay)
MITF inh: inhibitors of human MITF. AID 1259374. AlphaScreen MITF homodimerization, bead proximity signal. O75030. 650,000 compounds, 0.91% hits. inhibition, % at 2.6 µM; in the data active = inhibition above about 50%;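 also: 0% = vehicle wells with protein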
Target sequence (O75030 whole entry, looked up): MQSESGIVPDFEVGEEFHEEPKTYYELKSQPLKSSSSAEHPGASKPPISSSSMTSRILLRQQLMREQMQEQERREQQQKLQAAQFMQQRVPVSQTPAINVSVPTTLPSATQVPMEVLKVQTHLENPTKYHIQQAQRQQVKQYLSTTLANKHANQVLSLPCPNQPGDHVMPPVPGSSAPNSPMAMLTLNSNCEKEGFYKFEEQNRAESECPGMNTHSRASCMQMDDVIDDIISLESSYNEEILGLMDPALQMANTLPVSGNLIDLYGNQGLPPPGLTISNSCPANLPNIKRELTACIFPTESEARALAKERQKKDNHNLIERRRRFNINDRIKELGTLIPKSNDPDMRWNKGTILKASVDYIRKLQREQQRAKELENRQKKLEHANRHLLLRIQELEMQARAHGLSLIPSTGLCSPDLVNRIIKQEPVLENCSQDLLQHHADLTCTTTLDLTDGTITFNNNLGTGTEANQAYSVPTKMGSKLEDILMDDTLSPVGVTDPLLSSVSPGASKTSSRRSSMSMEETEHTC
TEAD-YAP inh: TEAD-YAP interaction inhibition; HEK-TIYL cells, TEAD-Gal4/YAP UAS-luciferase luminescence; inhibition, % at 9.12 µM; 640,000 compounds, 1.4% hits; AID 1259422; in the data active = inhibition above about 32%;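 also: 0% = median of test compound wells and 100% = reference inhibitor wells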
FBW7 act: human FBW7 E3 ligase activation, primary screen; Q969H0; AlphaScreen FBW7–phospho-cyclin E peptide binding, activator screen; normalized activity (activation), % at 26.1 µM; 650,000 compounds, 0.13% hits; in the data active = normalized activity above about 1.9%;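 also: purified mutant Fbw7 with reduced substrate affinity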
GPR151 activ: human GPR151 activation. Q8TDV0. PathHunter beta-arrestin GPR151 cells, luminescence. activation, % at 11.2 µM. 650,000 compounds, 1% hits; in the data active = activation above about 4.9%;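 also: 0% = median of compound wells and 100% = cells with positive control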
Target sequence (Q8TDV0 whole entry, looked up): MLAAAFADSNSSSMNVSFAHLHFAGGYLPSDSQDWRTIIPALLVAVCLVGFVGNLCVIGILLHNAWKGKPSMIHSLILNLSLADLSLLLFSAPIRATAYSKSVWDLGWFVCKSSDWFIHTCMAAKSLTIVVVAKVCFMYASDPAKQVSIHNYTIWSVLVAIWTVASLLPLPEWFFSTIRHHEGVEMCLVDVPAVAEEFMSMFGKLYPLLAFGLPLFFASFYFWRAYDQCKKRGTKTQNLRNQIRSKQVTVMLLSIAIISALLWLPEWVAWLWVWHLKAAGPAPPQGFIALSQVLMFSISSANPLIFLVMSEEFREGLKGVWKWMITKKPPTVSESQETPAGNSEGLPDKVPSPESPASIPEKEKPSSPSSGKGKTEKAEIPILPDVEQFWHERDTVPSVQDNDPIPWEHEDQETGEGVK
* = called active by the depositor.

SMILES	MITF inh	TEAD-YAP inh	FBW7 act	GPR151 activ
COc1ccc(N(CC(=O)Nc2ccc3c(c2)OCCO3)S(C)(=O)=O)c(OC)c1	4.4	2.9	-0.1	3.4
NC(=O)CSc1nnnn1-c1ccc(Cl)cc1	5.5	0.8	0.3	2.0
Cc1cc(C)cc(OC(C)C(=O)N2CCN(c3ccc4nncn4n3)CC2)c1 (configuration not stated)	8.4	7.4	0.4	-0.2
CC(=O)c1ccc(Oc2nnnn2-c2ccccc2)cc1	17.0	-17.6	0.7	-1.3
O=C(NCc1ccon1)c1cccc(OC2CCN(C(=O)C3CC3)CC2)c1	4.0	-8.9	0.0	0.3
Cc1ccc(CNC(=O)c2cnc3scc(C(C)(C)C)n3c2=O)o1	-3.7	-1.8	-0.3	1.1
CCOC(=O)c1c(NC(=O)c2ccccc2F)sc(C(C)=O)c1C	13.8	0.5	0.1	-1.0
O=C(Oc1cc(-c2ccc(Cl)cc2)c2oc(=O)sc2c1)c1ccccc1	-16.6	-3.7	-0.1	0.0
CCn1cc(C(=O)N[C@@H](Cn2nnc3ccccc32)C(C)C)c(=O)c2ccc(C)nc21	-5.5	8.8	-0.1	1.2
Cc1ccc(NC(=O)CSc2nc(N)c(NC(=O)c3cccs3)c(=O)[nH]2)cc1Cl	12.8	6.7	-0.1	4.2
COC(=O)C(CCSC)NC(=O)C1CC(Cc2cccc(OC)c2)=NO1 (configuration not stated)	9.2	-4.9	0.0	-0.6
CN1C(=O)/C(=C/c2c(NCc3ccccc3)nc3ccccn3c2=O)SC1=S	11.9	-3.2	-0.1	0.6
CCOC(=O)C1=CN(c2cc(C)cc(C)c2)C=C(C(=O)OCC)C1c1ccccc1F	2.8	-7.0	-0.1	0.2
CCCCOc1ccc(-c2nc(C=Nc3cccc(Cl)c3)c(O)o2)cc1	1.3	11.7	-0.1	-0.9
COc1ccccc1-n1c(=S)sc2c(=O)n(-c3ccccc3)c(SCc3cc(=O)n4cc(Cl)ccc4n3)nc21	-15.7	-6.1	0.4	0.1
O=C(Cc1cccs1)Nc1c(C(=O)Nc2ccc3c(c2)OCCO3)oc2ccccc12	-8.6	-59.8	-0.1	-0.3
O=C(O)CC1(CC(=O)NCc2ccc(F)cc2)CCCCC1	-17.1	-0.5	0.1	-1.2
O=C(Nc1ccc2oc(-c3ccc(F)cc3Cl)nc2c1)c1ccccc1Br	-1.7	-7.7	-0.3	0.5
Cc1cc(F)c(F)cc1C(=O)N1CCCCC1	14.4	8.5	0.7	0.7
O=C(Nn1c(-c2cccc(Cl)c2)nc2ccccc2c1=O)c1ccc(Br)cc1	-8.2	1.1	0.1	-0.9
CCCCCCNC(=O)c1ccc(CNS(=O)(=O)c2ccc(Cl)cc2)cc1	16.0	11.3	0.6	0.1
COc1ccccc1N(CN1C(=O)CCC1=O)C(C)=O	-6.4	-1.4	-0.1	0.9
O=C(c1cccc(F)c1)N1CCN(c2ccc([N+](=O)[O-])cc2F)CC1	12.4	13.3	-0.1	0.5
COc1cccc(-c2nc3ccc(Br)cc3c(=O)o2)c1	-6.6	-7.2	-0.1	-3.1
O=C1S/C(=C/c2cccc(O)c2)C(=O)N1c1ccccc1	6.2	-6.3	-0.1	-1.4
Continued.
SMILES	MITF inh	TEAD-YAP inh	FBW7 act	GPR151 activ
CCCCCCCc1ccc(C(=O)O)nc1	23.6	14.8	-0.6	1.0
COc1ccc(-c2nc(-c3cc4ccc(O)cc4oc3=O)cs2)cc1	-10.8	-15.8	0.1	3.1
O=C(c1cc(S(=O)(=O)N2CCC3(CC2)OCCO3)ccc1F)N1CCCCC1	-14.7	1.2	-0.1	0.6
COc1ccc(C2C(C(=O)OC(C)C)=C(C)Nc3nnnn32)cc1 (configuration not stated)	10.0	4.4	0.1	2.1
CCc1nnc(C2CCN(C(=O)NCCc3ccccc3)CC2)s1	-15.3	-11.1	0.8	-0.3
Cc1ccc(-c2n[nH]c(Cc3ccccc3)n2)cc1	7.4	-63.8	0.0	0.4
CCSc1nc(SCC)c2c3c(sc2n1)CCC3	24.1	-0.9	0.1	-1.6
COc1ccccc1C(=O)Oc1cc(C)[nH]c(=O)c1[N+](=O)[O-]	-4.0	3.2	0.0	-1.4
CC(=O)NC(c1ccccc1)C1C(=O)N(c2ccccc2)N=C1C (configuration not stated)	-1.7	6.4	-0.1	-0.2
CC1=C(C#N)c2nc(N)c(C#N)c(C)c2/C1=C\c1cccc(O)c1	3.3	1.6	-0.1	-1.3
CCN(C(=S)NCCN1CCOCC1)c1cccc2ccccc12	7.2	1.5	0.2	-0.9
COc1ccc(NC(=O)CSCc2c(F)cccc2Cl)c(OC)c1	0.5	-26.9	-0.1	3.6
Cc1ccccc1CNC(=O)CCC(=O)N1CC(C)Oc2ccc(Cl)cc21 (configuration not stated)	1.1	22.2	0.0	0.0
CC1=C(C(=O)OCC(C)C)C(c2ccc(OCc3ccccc3)cc2)C2=C(CCCC2=O)N1 (configuration not stated)	6.1	-4.9	-0.1	-1.0
Cc1ccc(C2C(C(=O)c3cccs3)=C(O)C(=O)N2Cc2cccnc2)cc1 (configuration not stated)	1.8	8.7	0.0	-0.1
c1ccc2c(N3CCCCC3)nc(-c3ccncc3)nc2c1	3.0	3.6	0.0	1.0
Cc1nc2ccccc2nc1CN1CCc2nnc(CCc3ccccc3)n2CC1	11.7	7.5	0.1	-0.9
Cn1c(CN2CCOCC2)nnc1SCC(=O)Nc1cccc(Cl)c1	7.2	0.1	0.0	-0.3
COc1ccc2c(CC(=O)OC(C)C(N)=O)coc2c1 (configuration not stated)	10.9	6.9	0.0	-0.3
CCN(CC)c1ccc(NC(=O)CSc2ncnc3c2oc2ccccc23)cc1	13.5	-2.7	-0.1	0.5
Brc1ccc(-c2nc(-c3ccccc3)c(-c3ccc(Sc4ccccc4)cc3)[nH]2)cc1	7.7	-6.0	-0.3	-0.6
Cc1cc(C(F)F)n2nc(C(=O)Nc3cc(OCC(F)(F)F)cc([N+](=O)[O-])c3)nc2n1	-3.2	15.7	1.2	0.5
CCOC(=O)C1=C(C)N=c2s/c(=C\c3ccccc3)c(=O)n2C1c1ccc(OCC)c(OCC)c1 (configuration not stated)	-2.7	7.2	-0.1	-0.5
COc1cc(C(=O)Nc2c3c(nn2-c2cccc(C)c2C)CS(=O)(=O)C3)cc(OC)c1OC	9.5	-0.1	0.0	1.9
COC(=O)c1ccc(NC(=S)Nc2ccc(O)cc2)cc1	-9.3	-2.1	-0.2	1.3

3 records picked at random from those above:
SMILES	MITF inh	TEAD-YAP inh	FBW7 act	GPR151 activ
Cn1c(CN2CCOCC2)nnc1SCC(=O)Nc1cccc(Cl)c1	7.2	0.1	0.0	-0.3
COC(=O)c1ccc(NC(=S)Nc2ccc(O)cc2)cc1	-9.3	-2.1	-0.2	1.3
CC1=C(C(=O)OCC(C)C)C(c2ccc(OCc3ccccc3)cc2)C2=C(CCCC2=O)N1 (configuration not stated)	6.1	-4.9	-0.1	-1.0

Looked up above.
FBW7 act, `CC1=C(C#N)c2nc(N)c(C#N)c(C)c2/C1=C\c1cccc(O)c1` → -0.1
FBW7 act, `CCc1nnc(C2CCN(C(=O)NCCc3ccccc3)CC2)s1` → 0.8
GPR151 activ, `COc1ccc(C2C(C(=O)OC(C)C)=C(C)Nc3nnnn32)cc1` (configuration not stated) → 2.1
GPR151 activ, `Cn1c(CN2CCOCC2)nnc1SCC(=O)Nc1cccc(Cl)c1` → -0.3
TEAD-YAP inh, `COc1ccc(-c2nc(-c3cc4ccc(O)cc4oc3=O)cs2)cc1` → -15.8

Following part
SMILES	MITF inh	TEAD-YAP inh	FBW7 act	GPR151 activ
Cc1ccc(S(=O)(=O)NC(CCC(N)=O)C(=O)Nc2ccc(C(C)(C)C)cc2)cc1 (configuration not stated)	3.3	-2.4	0.9	-1.2
CC(C)Oc1cccc(C(=O)Nc2ccc(-c3nc4ncccc4o3)cc2)c1	-3.3	-1.1	-0.2	-0.8
Cc1cc(C(=O)COC(=O)/C=C/c2ccco2)c(C)n1Cc1cccs1	3.1	-5.6	0.0	3.2
S=C1NCCOCCOCCNC(=S)N2CCOCCOCCN1CCOCCOCC2	2.2	-7.3	0.0	1.3
COC(=O)CSc1cc([N+](=O)[O-])cc2onc(C3OCCO3)c12	13.7	6.0	0.3	-1.3
COC(=O)c1ccc(COC(=O)c2cc(=O)[nH]c3ccccc23)cc1	1.2	-5.9	0.2	1.2
CCCN1C(=O)/C(=C/c2ccc(N3CCOCC3)cc2)NC1=S	3.6	4.4	0.5	0.1
CCOc1ccc(C(=O)N2CCC(Cc3ccccc3)CC2)cc1OCC	5.0	-6.9	-0.4	0.9
Cc1cccc(-n2cc(-c3ccc(Br)cc3)[nH]c2=S)c1	8.5	-11.7	-0.2	-1.4
CCn1c(=N)n(CC(O)c2ccc(Cl)c(Cl)c2)c2ccccc21 (configuration not stated)	18.0	15.9	0.1	-0.2
COc1cc(C)c(S(=O)(=O)N2CCCCC2)cc1C(C)C	-2.7	-2.7	0.2	-1.2
O=C(O)c1ccc(S(=O)(=O)c2ccc(Cl)cc2)cc1	2.6	-3.2	-0.1	-1.3
COc1ccccc1-n1c(SCC(=O)N2CCOCC2)nc2cccnc21	-7.3	3.3	0.2	-0.5
COc1ccc(C2C3C(=O)N(c4ccccc4)C(=O)C3ON2c2ccccc2)cc1 (configuration not stated)	1.1	-9.1	0.0	0.3
CC(C)c1ccc(NC(=O)c2cc(S(=O)(=O)N3CCC4(CC3)OCCO4)ccc2F)cc1	17.2	8.0	0.6	-0.7
CC(C)COc1ccc(C(=O)N/C(=C/c2ccc3c(c2)OCO3)C(=O)O)cc1	2.3	-4.2	0.0	-0.8
CCOc1ccc(/C=C/c2nc(O)c([N+](=O)[O-])c(=O)[nH]2)cc1Br	0.2	-1.5	-0.5	-1.1
COc1cc2nc(Nc3ccnn3C)nc(NCCCN3CCCC3=O)c2cc1OC	-1.3	-11.3	-0.1	-2.2
COc1cccc(NC(=O)c2ccc(N3C(=O)C4CC=CCC4C3=O)cc2)c1 (configuration not stated)	-4.1	-13.5	0.0	-1.1
COc1ccccc1-n1nc(C(=O)N2CCCCC2C)c2ccccc2c1=O (configuration not stated)	-1.9	1.1	-0.2	0.2
Cc1cc(=O)oc2cc(NC(=S)NCCCN3CCCC3=O)ccc12	-7.0	-19.1	0.5	-1.3
CCN(C(=O)c1cc2c(=O)n3cccc(C)c3nc2s1)c1ccccc1	-7.5	-3.9	-0.2	0.2
O=C(CC1(O)C(=O)Nc2ccccc21)c1ccc2c(c1)CCC2 (configuration not stated)	-5.2	-6.0	0.0	0.4
COC(=O)CNC(c1ccccc1)c1cc(Br)ccc1NC(=O)c1ccc(Cl)cc1 (configuration not stated)	3.9	11.8	0.1	0.4
O=C(CSc1ncn(-c2ccccc2)n1)Nc1ccccc1Cl	-1.1	-3.6	-0.1	-2.1
Continued:
SMILES	MITF inh	TEAD-YAP inh	FBW7 act	GPR151 activ
CC(=O)Nc1ncc(CN2CCC(c3ccccc3)CC2)s1	5.9	19.1	-0.3	-0.1
COC(=O)c1cc(Br)ccc1NC(=O)c1cccnc1	6.8	-5.2	-0.1	1.5
COC(=O)/C(C#N)=C/c1c(Oc2ccccc2OC)nc2ccccn2c1=O	11.1	0.9	-0.1	0.1
COc1ccc2oc(=Nc3ccc(F)cc3)c(C(=O)Nc3ccccc3)cc2c1	-12.7	-28.2	-0.1	-0.6
Cc1ccn2c(C(=O)NC(C)c3ccccc3)c(C)nc2c1 (configuration not stated)	10.9	9.5	-0.1	0.5
O=C(CCC1CCCC1)NCc1ccco1	0.5	-6.8	-0.1	-0.1
CCCCOc1ccc(C(=O)Nc2ccc(-c3nc4ncccc4o3)cc2)cc1	-2.8	-1.7	0.0	0.1
O=C1OC(c2ccccc2F)/C(=C(\O)c2ccccc2)C1=O (configuration not stated)	29.3	-52.9	0.4	-1.8
CCCCN1C(=O)C(NC(=O)CC(C)C)(C(F)(F)F)C2=C1CC(C)(C)CC2=O (configuration not stated)	7.1	1.6	0.0	0.0
O=C(Nc1cccc(N2CCCC2=O)c1)OCc1ccccc1	3.1	-60.4	0.1	-1.8
O=C(NCCCN1CCCC1=O)C1CCN(c2ccc(N3CCCC3CO)nn2)CC1 (configuration not stated)	16.6	7.6	0.1	-0.6
Cc1ccc(NC(=O)CNC(=O)Cn2cnc3sc(C)c(C)c3c2=O)cc1F	14.9	13.9	0.3	0.0
CCSc1nc2sc3c(c2c(=O)n1-c1ccccc1)CCC3	3.2	10.1	0.4	-2.0
COCCNC(=O)/C(C#N)=C/c1c(Oc2cc(C)cc(C)c2)nc2c(C)cccn2c1=O	18.9	6.1	-0.1	-1.2
Cc1nnc2c(NCC3CCCO3)nc3ccccc3n12 (configuration not stated)	9.4	2.7	0.2	-0.3
Cc1ccc(-n2c(C)cc(/C=C3\NC(=O)NC3=O)c2C)cc1C	4.7	13.4	-0.1	0.1
O=C1CCC(CCNCCOc2ccc(F)cc2)N1CC1CCCN(c2ncccn2)C1 (configuration not stated)	-10.8	4.7	-0.2	0.7
CCOc1cc(C#N)ccc1OCc1ccc(F)cc1	-1.6	-1.1	-0.1	3.8
CC1CCCC(NC(=O)c2ccc3c(=O)n(Cc4ccccc4)c(=S)[nH]c3c2)C1C (configuration not stated)	9.0	-0.1	-0.1	-0.3
CC(=O)N1CCN=C1SCc1ccccc1C	11.3	9.3	0.1	-0.7
Cc1cc(=O)oc2cc(OCC(=O)OCCN3C(=O)c4ccccc4C3=O)ccc12	1.6	-9.9	0.1	-0.6
CC(C)(C)C1CC=C2C(C#N)=C(N)C(C#N)(C#N)C(c3ccccc3)C2C1 (configuration not stated)	-0.1	4.0	0.3	-1.2
C/C(=N/NC(=O)C(O)(c1ccccc1)c1ccccc1)c1ccc([N+](=O)[O-])o1	8.9	11.0	-0.3	0.0
Cc1cc(C)c2c(n1)sc1c(=O)[nH]nnc12	8.4	-1.9	-0.1	2.2
Clc1ccc(C2=NN3C(C2)c2ccccc2OC32CCCCC2)cc1 (configuration not stated)	14.2	-44.1	0.1	-1.0

Random draw from the library; 3.5% or so of the library scored in one or more.
